From PubChem
LEDGF integ inh: blockers of LEDGF/p75-dependent integrase strand transfer – biochemical, TR-FRET, high throughput, primary screen; HIV-1 integrase (with human LEDGF/p75); TR-FRET IN-LEDGF/p75 DNA integration, Eu/Cy5; 0.64% of 370,000 active; AID 743269, 2014; inhibition, % at 3.7 µM;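 active = inhibition above the screen-wide mean plus 3 SD, cut at about 13% in these data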;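 note: signal is the Cy5 over europium emission ratio at 671 and 618 nm; 0% = plate median of compound wells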
mABHD4 FP: ABHD4 inhibitors, primary screen, biochemical, fluorescence polarization, mouse; (Lyso)-N-acylphosphatidylethanolamine lipase (Mus musculus), Q8VD66; inhibition, % at 8.92 µM; purified mABHD4, FP-Rh probe fluorescence polarization; AID 720543, 2013; 0.54% of 370,000 active;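 active = inhibition exceeding the mean over every tested compound plus 3 SD, cut at about 30% in these data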;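 note: 0% = plate median of compound wells and 100% = S159A mutant with DMSO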
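Test system: mABHD4 protein; Read-out basis: % inhibition; Incubation: 45 min + 60 min at 25 °C; Repeats: single replicate; Technique: fluorescence polarization with parallel and perpendicular emission, 525/598 nm; Compound: 8.92 µM, single dose; Benchmarks: full inhibition S159A mutant plus DMSO, zero as sample-well median.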
PRMT1 FP inh: PRMT1 methyltransferase inhibitors, primary screen, biochemical, fluorescence polarization; Protein arginine N-methyltransferase 1 (Homo sapiens), Q99873; recombinant PRMT1, activity-based probe fluorescence polarization; inhibition, % at 2.79 µM; 1.3% of 370,000 active;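 active = inhibition above about 21% made by adding two undisclosed values, limit read from the data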
Target sequence (Q99873 whole entry, looked up): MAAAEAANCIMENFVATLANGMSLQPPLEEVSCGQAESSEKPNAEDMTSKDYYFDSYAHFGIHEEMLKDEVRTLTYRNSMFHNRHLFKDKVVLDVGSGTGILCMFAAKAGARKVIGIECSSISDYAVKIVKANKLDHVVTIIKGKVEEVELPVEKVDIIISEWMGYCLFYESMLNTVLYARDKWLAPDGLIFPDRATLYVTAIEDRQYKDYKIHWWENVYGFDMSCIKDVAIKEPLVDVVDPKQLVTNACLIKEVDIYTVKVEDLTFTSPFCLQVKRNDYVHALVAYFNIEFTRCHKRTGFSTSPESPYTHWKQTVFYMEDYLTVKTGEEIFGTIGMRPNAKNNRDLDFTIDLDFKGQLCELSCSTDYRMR
TCR-CD3 inh: inhibitors of human TCR-CD3 interaction, primary screen, biochemical, fluorescence, TAMRA-labeled TCR probe. T-cell receptor (TCR). inhibition, % at 9.4 µM. 0.37% of 360,000 active; in the data active = inhibition above about 19%;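 note: recombinant mutant TCR 2C K166C tagged with TAMRA read by polarization; 0% = receptor in buffer alone and 100% = receptor with positive control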
TDP2 inh: human TDP2 enzyme inhibitors, primary screen, biochemical, epi absorbance, recombinant enzyme. Tyrosyl-DNA phosphodiesterase 2 (Homo sapiens), O95551. T5PNP hydrolysis, p-nitrophenol absorbance 415 nm. inhibition, % at 12.8 µM. 0.34% of 370,000 active. AID 720702, 2013;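 active = inhibition above the mean of all tested compounds plus 3 SD, set per campaign, cut at about 25% in these data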;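 note: 0% = DMSO with enzyme and 100% = buffer with substrate but no TDP2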
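System: recombinant human TDP2 / Amount: 120 nM TDP2 per well / Also added: 5 mM T5PNP chromogenic substrate / Doses: 12.8 µM single point, 1% DMSO / Incubation: 2 h at 37 °C / Detection: p-Nitrophenol epi absorbance / Evaluation: % inhibition relative to enzyme-containing and enzyme-free wells / Repeats: singlicate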
UHRF1 MBD2 ctr: UHRF1 methylated DNA binding inhibitors, primary screen, counter-screen for MBD2 inhibitor project, biochemical, TR-FRET, human UHRF1, single concentration; E3 ubiquitin-protein ligase UHRF1 (Homo sapiens), Q96T88; UHRF1 binding to methylated oligo; inhibition, % at 4.4 µM; 0.75% of 370,000 active; in the data active = inhibition above about 21%;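 note: UHRF1 SRA domain binding a hemimethylated CpG hairpin DNA probe; 0% = median of test compound wells and 100% = reference inhibitor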
SIAE inh: human SIAE inhibitors, primary screen, biochemical, fluorescence polarization, FP-Rh probe, 1536-well HTS; Sialate O-acetylesterase (Homo sapiens), Q9HAT2; SIAE FP-Rh probe binding; inhibition, % at 9.66 µM; 0.69% of 370,000 active; AID 1053197, 2014;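 active = inhibition above a cutoff: mean of compounds within the control limits plus 3 SD of those, cut at about 17% in these data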;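 note: 0% = plate median of compound wells and 100% = probe without SIAE protein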
HTRA1 inhibitor: HTRA1 serine protease inhibitors, primary screen, biochemical, fluorescence polarization, HTS; Q92743; recombinant HTRA1, FP-rhodamine activity-based probe; inhibition, % at 5.96 µM; 0.5% of 340,000 active; AID 504803, 2011; in the data active = inhibition above about 36%;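 note: 0% = enzyme with DMSO and 100% = wells lacking enzyme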
PG9 binder: binders of HIV-1 gp120 antibody PG9, primary screen, biochemical, TR-FRET; TR-FRET gp120-PG9 antibody binding; 0.43% of 360,000 active; HIV-1 gp120 / PG9 antibody interaction; inhibition, % at 6.7 µM; AID 624416, 2012; in the data active = inhibition above about 8.5%
Tn7 DDE FP: inhibitors of Tn7 peptide binding to fibrin DD(E), primary screen, biochemical, fluorescence polarization, human fibrin, Tn7 probe | inhibition, % at 8.3 µM | AID 720508, 2013 | 0.13% of 370,000 active | FP displacement of FITC-Tn7 peptide from fibrin DD(E); 0% = median of compound wells per plate | Fibrinogen beta chain (Homo sapiens), P02675;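 active = inhibition above the mean of compounds falling within the control limits plus 3 SD of them, cut at about 14% in these data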;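 note: 0% = plate median of compound wells and 100% = 10 µM Aha-Tn7 peptide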
Target sequence (P02675 whole entry, looked up): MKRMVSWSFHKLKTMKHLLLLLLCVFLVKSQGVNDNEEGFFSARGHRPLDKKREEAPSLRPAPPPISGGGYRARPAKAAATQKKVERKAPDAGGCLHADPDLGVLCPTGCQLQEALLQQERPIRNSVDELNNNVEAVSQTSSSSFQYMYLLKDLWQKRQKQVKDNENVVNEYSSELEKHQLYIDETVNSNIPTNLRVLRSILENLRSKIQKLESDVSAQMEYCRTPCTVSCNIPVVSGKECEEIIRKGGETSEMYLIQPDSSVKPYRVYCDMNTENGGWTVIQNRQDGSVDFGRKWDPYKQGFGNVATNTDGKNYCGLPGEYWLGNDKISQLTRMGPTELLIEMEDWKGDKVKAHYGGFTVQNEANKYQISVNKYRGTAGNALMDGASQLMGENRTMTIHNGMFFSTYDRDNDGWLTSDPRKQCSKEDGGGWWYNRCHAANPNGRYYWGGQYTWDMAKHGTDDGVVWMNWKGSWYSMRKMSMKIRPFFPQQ
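System: human fibrin DD(E); quantity: Fibrin-DD(E) at 2 µM final; also added: fluorescent Tn7 probe at 0.1 µM; compound dosing: single nominal test concentration of 8.3 µM per compound; schedule: 10 min preincubation, 3 h with tracer, room temperature; detection: fluorescence polarization of the labelled Tn7 tracer; repeats: one replicate per compound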
Starred values were filed as active, the others as inactive; · = not tested or not shown.

SMILES | LEDGF integ inh | mABHD4 FP | PRMT1 FP inh | TCR-CD3 inh | TDP2 inh | UHRF1 MBD2 ctr | SIAE inh | HTRA1 inhibitor | PG9 binder | Tn7 DDE FP
C=CCn1c(SCC(=O)O)nnc1-c1ccco1 | -1 | -1 | -2 | · | -4 | -1 | -5 | · | · | 4
CCCCNC(=O)Nc1ccccc1CC | -11 | -1 | 1 | 2 | -14 | 2 | -3 | -5 | -2.8 | -1
COc1ccc(-c2csc(C(C)(O)c3cccnc3)n2)cc1 (centres undefined) | 0 | 5 | 0 | 6 | 4 | -2 | -3 | · | -0.2 | -2
CC(C)Cn1c(N)cc(=O)n(C)c1=O | 1 | 2 | -8 | -4 | -5 | 2 | -1 | 4 | -1.9 | -9
CC(C)CNC(=S)NNC(=O)c1csc2ccccc12 | 0 | 10 | 1 | 6 | 3 | 3 | 15 | -2 | -1.8 | 0
COc1ccc(CN2CCNC(=O)C2CC(=O)NC2CCCCCC2)c(F)c1 (centres undefined) | -2 | 2 | 0 | 4 | 5 | -1 | 3 | -10 | -0.7 | 9
O=C(Nc1cccc(-c2ccc3nncn3n2)c1)C(F)(F)F | -1 | 2 | -1 | 4 | -3 | -6 | -3 | -5 | 1.8 | 9
CCOC(=O)N1CCN(C(=O)c2cn(CC)c3ccc(S(=O)(=O)N4CCCC4)cc3c2=O)CC1 | 2 | -5 | 1 | 6 | 1 | -2 | 4 | -1 | 1.5 | 4
N=c1n(CCN2CCCCC2)c2ccccc2n1CC(O)COc1ccccc1 (centres undefined) | -2 | 9 | 0 | 5 | -1 | -1 | 2 | 2 | -0.1 | -2
Cc1ccc(O)c(Nc2ncnc3ccccc23)c1 | -2 | 8 | 3 | -3 | -1 | -1 | 5 | -3 | -0.2 | 6
Cc1ccc(N2CCN(S(=O)(=O)c3ccc4oc(=O)ccc4c3)CC2)cc1Cl | -2 | 5 | 2 | -3 | 14 | -2 | 2 | 1 | 0.7 | 3
O=C(NC1CCN(C(=S)NCc2ccco2)CC1)c1ccc(F)cc1 | -1 | -11 | 8 | -5 | -4 | 5 | -3 | -5 | 1.1 | 7
Cn1c(N2CCN(C(=O)Nc3ccc(C(F)(F)F)cc3)CC2)nc2ccccc21 | 3 | -3 | -1 | -10 | 16 | -1 | 2 | -11 | 1.8 | 8
COc1ccc(NC(=O)NCCc2c[nH]c3ccccc23)c(OC)c1 | 2 | -3 | 0 | -1 | -2 | 0 | -1 | -2 | -1.9 | -1
Cc1cccc(C)c1NC(=O)C(CCc1ccccc1)N1CCN(C)CC1 (centres undefined) | -3 | 3 | 6 | -2 | 1 | -1 | -2 | · | -0.6 | -5
COC(=O)c1c(S(C)(=O)=O)nc(-c2ccccc2)[nH]c1=O | 2 | -1 | -1 | 4 | -9 | 1 | -5 | 3 | 0.3 | 2
O=c1c2cn(Cc3ccccc3)c3ccccc3c-2nn1Cc1ccc(F)cc1Cl | 2 | 0 | -3 | 5 | 11 | -6 | 2 | 2 | -2.9 | 3
Cc1ccccc1OCC(O)Cn1c(N2CCN(c3ccccc3)CC2)nc2c1c(=O)[nH]c(=O)n2C (centres undefined) | 1 | -8 | 3 | -5 | -1 | 4 | -8 | 0 | -0.6 | -2
O=C(CNC(=O)c1ccc2ccccc2c1)OCC(=O)N1CCN(S(=O)(=O)c2ccc3ccccc3c2)CC1 | 5 | -20 | -3 | 0 | 8 | -2 | -33 | -22 | -0.1 | -2
CCOC(=O)c1nn2c(C(F)(F)F)cc(-c3ccc(OC)cc3)nc2c1Br | -1 | 1 | -2 | -1 | 4 | -1 | 2 | -7 | -1.2 | 4

7 compounds out of the list, arranged by formula weight, largest number first.
SMILES | LEDGF integ inh | mABHD4 FP | PRMT1 FP inh | TCR-CD3 inh | TDP2 inh | UHRF1 MBD2 ctr | SIAE inh | HTRA1 inhibitor | PG9 binder | Tn7 DDE FP
CCOC(=O)c1nn2c(C(F)(F)F)cc(-c3ccc(OC)cc3)nc2c1Br | -1 | 1 | -2 | -1 | 4 | -1 | 2 | -7 | -1.2 | 4
Cc1ccc(N2CCN(S(=O)(=O)c3ccc4oc(=O)ccc4c3)CC2)cc1Cl | -2 | 5 | 2 | -3 | 14 | -2 | 2 | 1 | 0.7 | 3
O=c1c2cn(Cc3ccccc3)c3ccccc3c-2nn1Cc1ccc(F)cc1Cl | 2 | 0 | -3 | 5 | 11 | -6 | 2 | 2 | -2.9 | 3
Cc1cccc(C)c1NC(=O)C(CCc1ccccc1)N1CCN(C)CC1 (centres undefined) | -3 | 3 | 6 | -2 | 1 | -1 | -2 | · | -0.6 | -5
O=C(NC1CCN(C(=S)NCc2ccco2)CC1)c1ccc(F)cc1 | -1 | -11 | 8 | -5 | -4 | 5 | -3 | -5 | 1.1 | 7
COc1ccc(NC(=O)NCCc2c[nH]c3ccccc23)c(OC)c1 | 2 | -3 | 0 | -1 | -2 | 0 | -1 | -2 | -1.9 | -1
COC(=O)c1c(S(C)(=O)=O)nc(-c2ccccc2)[nH]c1=O | 2 | -1 | -1 | 4 | -9 | 1 | -5 | 3 | 0.3 | 2

Following part.
SMILES | LEDGF integ inh | mABHD4 FP | PRMT1 FP inh | TCR-CD3 inh | TDP2 inh | UHRF1 MBD2 ctr | SIAE inh | HTRA1 inhibitor | PG9 binder | Tn7 DDE FP
O=C(OCc1ccccc1)N(CCF)c1cn(Cc2ccccc2)c(=O)n(Cc2ccccc2)c1=O | -3 | -15 | 4 | -3 | -8 | 8 | -1 | -19 | -1.4 | 2
COc1cccc(OCCCN2CCC(C(O)(c3ccccc3)c3ccccc3)CC2)c1 | -2 | -3 | 0 | 0 | 4 | 1 | 2 | · | -0.7 | 1
O=C(CCN1C(=O)/C(=C/c2ccccc2)SC1=S)N1CCCCCC1 | -1 | -6 | 0 | -5 | -1 | -1 | 15 | -12 | 2.3 | -2
C=CCn1c(SCn2nnc3ccccc3c2=O)nnc1-c1ccc(Br)cc1 | 1 | 2 | -2 | -3 | -7 | 3 | -2 | -6 | 1.2 | 0
CC1(C)Cc2nc3sc4c(N(CCO)CCO)nnnc4c3cc2CO1 | 4 | 1 | -2 | 0 | 3 | 2 | 1 | 2 | 0.9 | 0
COc1cccc(C2=NOC(C(=O)NCc3ccco3)C2)c1 (centres undefined) | -4 | -1 | 4 | 1 | 0 | -1 | -2 | 2 | -1.9 | -4
O=C(CN1CCN(c2ccccc2)CC1)Nc1ccc2c(c1)OCCO2 | 6 | -9 | -8 | -3 | -21 | -1 | -6 | 1 | -1.6 | -5
O=S1(=O)c2ccc(N3CCC[C@H]3CO)cc2O[C@@H]2CCN1C2 | 2 | 2 | 0 | · | 5 | 6 | 1 | · | · | 4
CCn1c(SCC(=O)c2ccc(O)c(O)c2)nnc1-c1ccc(C)cc1 | 6 | 32* | 8 | 2 | -8 | 44* | 11 | 49* | -2.2 | 1
Cc1ccc(C(=O)NCC(=O)Nc2ccc3c(c2)OCCO3)cc1 | 2 | 4 | -1 | 4 | 2 | 1 | -1 | -4 | -1.7 | -1
S=c1nc(-c2ccc(Br)cc2)oc2c1CCCC2 | -3 | 4 | 3 | -1 | 10 | 0 | 1 | -2 | -0.2 | 1
Cn1c(=O)[nH]c(=O)c2c1nc(SCC(N)=O)n2Cc1cccc(Br)c1 | 4 | 0 | -7 | -5 | -8 | 0 | 14 | 1 | -1.4 | 3
CN(C(=O)CSc1ncnc2c(-c3cccs3)nsc12)C1CCCCC1 | 4 | 6 | 1 | 13 | 4 | 2 | -2 | · | -1.6 | 1
Cn1c(C(=O)NC2CCCCC2)cc2c(=O)n3ccccc3nc21 | 2 | -11 | 9 | -4 | -11 | 7 | -6 | 7 | 2.6 | -2
O=C(NC1CCCCC1)C(c1ccccc1F)N(C(=O)c1csnn1)C1CCCC1 (centres undefined) | 4 | 1 | -2 | 1 | -3 | -2 | -1 | -1 | -2.1 | -1
O=C(CCCCCN1C(=O)CCC1=O)Nc1ccc2c(c1)OCCO2 | 4 | 3 | 0 | 2 | 8 | -2 | 13 | -4 | -0.8 | -1
O=C(NCc1ccco1)c1ccc(-c2cccc(Cl)c2)o1 | 2 | -8 | -2 | 5 | -9 | -1 | -5 | -25 | -2.0 | -6
O=C(Nc1ccc(F)cc1)Nc1cc(S(=O)(=O)N2CCOCC2)ccc1N1CCCC1 | -3 | 2 | 3 | 0 | 9 | 1 | 20* | -1 | -1.0 | 1
CCc1nc2ccc(C(=O)NCc3ccccc3OC)cn2c1N(C)Cc1ccc(N(C)C)cc1 | -2 | 6 | -2 | 8 | -1 | 0 | 2 | · | -2.5 | 3
CCC1CCCCN1C(=O)c1ccc(OC2CCN(C(=O)COC)CC2)cc1 (centres undefined) | 1 | 3 | 1 | 6 | 10 | -1 | 1 | 3 | -1.5 | -1
O=C(CNC1CCCC1)Nc1cc(Cl)ccc1[N+](=O)[O-] | -10 | 19 | 6 | -3 | -7 | 3 | -1 | -2 | 0.3 | 1
CCSc1nnc(-c2cnn(-c3ccccc3)c2-n2cccc2)n1C | 2 | -5 | -1 | 1 | 8 | -2 | -1 | 3 | 0.2 | 1
Cc1cc(C)c2c(c1)/C(=N/NS(=O)(=O)c1ccc(Br)cc1)CCC2 | 2 | 4 | 1 | -2 | -11 | 0 | -1 | -14 | 0.9 | -8
O=C(CN1C(=O)/C(=C/c2ccccc2F)Oc2ccccc21)N1CCN(c2ccccn2)CC1 | 0 | 7 | 0 | 2 | 10 | -2 | 2 | -19 | -2.0 | -2
